# Compound activity from PubChem.
# CHRM5 PAM: potentiates acetylcholine response at human M5 receptor; CHO-K1 hM5, Fluo-8 calcium, ACh EC20 PAM; 0% = ACh EC20, 100% = ACh EC100; activation, % at 3 µM; 0.3% of 360,000 active; AID 624038;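 active = activation above the run cutoff, the mean activation of all test compounds plus 3 SD, cut at about 18% in these data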
# Target sequence (P08912 whole entry, looked up): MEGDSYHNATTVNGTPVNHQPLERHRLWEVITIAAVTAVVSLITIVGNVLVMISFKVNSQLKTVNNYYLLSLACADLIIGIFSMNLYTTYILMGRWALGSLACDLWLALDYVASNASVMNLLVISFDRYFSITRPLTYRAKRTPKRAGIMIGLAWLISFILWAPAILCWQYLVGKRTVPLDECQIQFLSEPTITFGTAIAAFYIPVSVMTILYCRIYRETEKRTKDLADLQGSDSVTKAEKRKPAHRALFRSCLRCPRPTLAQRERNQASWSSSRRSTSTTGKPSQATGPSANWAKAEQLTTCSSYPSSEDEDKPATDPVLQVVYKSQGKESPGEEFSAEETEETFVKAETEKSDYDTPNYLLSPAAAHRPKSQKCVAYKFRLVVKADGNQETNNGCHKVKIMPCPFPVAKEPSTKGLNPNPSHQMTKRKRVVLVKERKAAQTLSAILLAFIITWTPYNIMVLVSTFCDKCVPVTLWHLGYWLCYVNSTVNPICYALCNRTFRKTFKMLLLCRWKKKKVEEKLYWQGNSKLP
#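 system = human M5 receptor in CHO-K1 cells | reagent = EC20 acetylcholine as agonist stimulus | compound dosing = single-point, 3 µM nominal | incubation = Fluo-8 loading 80 min at 37 °C plus 30 min room temperature | detection = Fluo-8 calcium dye fluorescence, kinetic read | benchmarks = low control EC20 acetylcholine (0%), high control EC100 acetylcholine (100%)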
# CHRM5 agonist: CHRM5 agonism in calcium assay; CHO-K1 hM5 cells, Fluo-8 calcium fluorescence; 0% DMSO wells, 100% maximal acetylcholine response; P08912; AID 624037; 0.19% of 360,000 active; activation, % at 3 µM;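 active = activation above the run's mean over test compounds plus 3 SD, cut at about 23% in these data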;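 also: signal is peak over basal fluorescence ratio across the kinetic read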
# M4 PAM: potentiates acetylcholine response at human M4 receptor. CHO-K1 hM4/Gqi5, Fluo-8 calcium fluorescence, ACh EC20; 0% = ACh EC20, 100% = maximal ACh. activation, % at 3 µM. 0.4% of 360,000 active. AID 624126;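 active = activation above its plate's cutoff, the mean activation of sample wells plus 3 SD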; also: some results filed as inactive read as strong as hits
# Target sequence (P08173 whole entry, looked up): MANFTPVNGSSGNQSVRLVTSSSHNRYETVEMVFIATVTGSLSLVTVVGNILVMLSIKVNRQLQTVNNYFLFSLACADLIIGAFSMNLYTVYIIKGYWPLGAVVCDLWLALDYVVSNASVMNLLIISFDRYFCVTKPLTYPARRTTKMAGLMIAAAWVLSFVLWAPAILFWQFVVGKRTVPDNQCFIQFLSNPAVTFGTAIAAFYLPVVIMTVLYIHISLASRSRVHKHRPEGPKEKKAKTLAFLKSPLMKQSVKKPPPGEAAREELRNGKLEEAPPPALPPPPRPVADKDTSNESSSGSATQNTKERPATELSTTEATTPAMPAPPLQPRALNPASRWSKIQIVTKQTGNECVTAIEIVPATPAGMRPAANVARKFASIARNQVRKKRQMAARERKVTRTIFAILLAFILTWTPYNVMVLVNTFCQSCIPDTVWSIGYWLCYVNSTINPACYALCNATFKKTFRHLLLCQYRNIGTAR
# IDE cell inh: inhibits human insulin-degrading enzyme in HEK cells | P14735 | FAbetaB cleavage, fluorescence polarization | inhibition, % at 5.59 µM | 0.41% of 320,000 active | AID 434962;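 active = percent inhibition above the average of all tested compounds plus 3 SD, set per screening campaign, cut at about 16% in these data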;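 also: IDE supplied by intact live HEK cells; FP after avidin binding of uncleaved biotin substrate so inhibition keeps polarization high; 0% = DMSO wells and 100% = 60 µM reference IDE inhibitor Ii1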
# M5 antag: blocks acetylcholine activation of human M5 receptor; 0.59% of 360,000 active; inhibition, % at 3 µM; CHO-hM5 cells, Fluo-8 calcium fluorescence, ACh EC80;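 active = inhibition above a per-plate cutoff, the mean of that plate's test compounds plus 3 SD, cut at about 27% in these data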;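 also: 0% = acetylcholine EC80 with DMSO and 100% = DMSO without agonist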
# CRFBP-R2 block: CRF-BP/CRF-R2 complex antagonism. HEK293 CRF-R2/CRF-BP, CRF-induced calcium fluorescence. inhibition, % at 11.8 µM. 0.59% of 350,000 active. AID 588475;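 active = inhibition of the ligand-induced calcium signal above about 50% at the single tested concentration, limit read from the data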
# M4 antag: blocks acetylcholine activation of human M4 receptor. P08173. CHO-hM4 cells, ACh EC80, Fluo-8 calcium fluorescence. inhibition, % at 3 µM. 0.73% of 360,000 active. AID 624125;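 active = inhibition above its plate's cutoff, the mean inhibition of sample wells plus 3 SD, cut at about 27% in these data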;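 also: 0% = acetylcholine EC80 with DMSO and 100% = DMSO without agonist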
# M4 ag: CHRM4 agonism in calcium assay; activation, % at 3 µM; CHO-K1 hM4/Gqi5, Fluo-8 calcium fluorescence; vehicle 0%, full acetylcholine response 100%; 0.14% of 360,000 active;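 active = activation above the run mean over all test wells plus 3 SD, cut at about 32% in these data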;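 also: peak over basal fluorescence ratio per well then scaled between controls; 0% = DMSO wells and 100% = acetylcholine at EC100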
# CRFBP-R2 agonist: agonists of human CRF-binding protein/CRF-R2 receptor complex | HEK293 CRF-R2/CRF-BP, calcium dye fluorescence (FLIPR); percent of saturating CRF peptide response | activation, % at 13.2 µM | 0.46% of 350,000 active | AID 588473;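 active = activation of at least 50%, plus an integration ratio under a set limit after plate pattern correction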;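 also: plate controls were neutral control wells without compound for no effect and CRF at EC100 for full effect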
# * marks the source's active call; other numbers are inactive results; . = not tested or not shown. Compounds were not picked by outcome; 2.9% or so of the library scored in one or more.
SMILES,CHRM5 PAM,CHRM5 agonist,M4 PAM,IDE cell inh,M5 antag,CRFBP-R2 block,M4 antag,M4 ag,CRFBP-R2 agonist
O=C(NCc1ccccc1)C1c2ccccc2OCC(=O)N1Cc1ccccc1 (stereo unspecified),-4,3,0,.,5,.,1,1,.
Cc1ccccc1C(=O)N1CCC(C(=O)Nc2ccc(C)c(S(=O)(=O)N3CCCCC3)c2)CC1,-14,-3,-3,-1,8,2,10,7,-1.7
Cc1cccn2c(=O)c3cc(C#N)c(=N)n(CCCN4CCOCC4)c3nc12,4,-2,5,4,-5,-10,2,1,2.0
Cc1ccc(Cl)cc1NC(=O)C1CCCN(S(C)(=O)=O)C1 (stereo unspecified),0,1,-1,-7,0,5,7,0,-1.7
O=C(NCc1ccccc1)C(c1cccnc1)N(Cc1ccco1)C(=O)c1ccccn1 (stereo unspecified),-5,-6,-3,-2,1,-4,-5,3,0.4
Cc1c(O)c(S(=O)c2ccccc2)c(=O)n(-c2ccccc2)c1-c1ccccc1 (stereo unspecified),-3,1,-3,-1,0,7,2,0,-0.2
CN(C)Cc1c(C(=O)N/N=C/c2ccc(-c3ccccc3)cc2)nnn1-c1nonc1N,-2,-3,5,-17,-5,-4,6,1,1.1
Cc1cccc(NC(=O)CSc2nnc(C3CC3)n2CC2CCCO2)c1 (stereo unspecified),11,-2,5,6,-14,2,-22,1,0.4
COc1ccc(C2C3=C(CC(C)(C)CC3=O)Oc3ncn(CCCn4ccnc4)c(=N)c32)cc1 (stereo unspecified),-1,-2,-7,6,3,10,10,0,-1.8
COc1ccccc1OCC(=O)NCCNC(=O)COc1ccccc1OC,-7,0,-2,-2,12,-26,7,1,-2.3
Cc1ccc(C(=O)N2CCc3ccccc3C2)cc1S(=O)(=O)N1CCOCC1,-2,0,-4,-4,3,5,0,4,0.3
Cc1ccccc1OCC(=O)Nc1ccc(N2CCN(C(=O)c3ccco3)CC2)cc1,-16,11,-20,10,15,-17,12,31,-0.7
Cc1ccc(N/C=C/C(=O)c2cccs2)cc1C,0,-1,1,3,1,14,-8,3,5.0
CCCCN(Cc1ccco1)C(=O)c1cc2c(=O)[nH]c3ccc(C)cc3c2s1,1,0,-1,8,-1,-55,-4,5,10
CC1(C)Cc2c(sc3[nH]c(=S)[nH]c(=O)c23)CO1,2,0,-3,-4,2,15,-3,0,-5.4
CCOc1ccc2nc(NS(C)(=O)=O)sc2c1,2,0,5,-2,-4,-6,-10,0,0.0
CSc1ccccc1C(=O)NC1CCCC1,6,1,7,-1,2,-28,3,1,0.4
O=C(COC(=O)CCSc1ccc(F)cc1)NCc1ccc(F)cc1,2,-2,4,1,-2,10,-6,1,-3.7
O=C(CN1C(=O)C2CC=CCC2C1=O)Nc1nccs1 (stereo unspecified),-5,-2,-2,2,-4,-7,-2,0,-4.8
CCOC(=O)c1c(NC(=O)c2ccc(S(=O)(=O)N(C)CC3CCCO3)cc2)sc2c1CC(C)(C)NC2(C)C (stereo unspecified),3,-1,-3,1,5,-11,7,3,-1.4
COc1ccc(CCN2Cc3c(cccc3[N+](=O)[O-])C2=O)cc1OC,0,-1,2,1,6,21,-3,3,-0.2
CC1(c2nnnn2Cc2ccccc2)CCC(=O)N1Cc1cccnc1 (stereo unspecified),-4,1,2,.,7,.,0,0,.
Cc1ccnc(SCCn2c(N3CC(C)OC(C)C3)nc3c2c(=O)n(C)c(=O)n3C)n1 (stereo unspecified),1,1,-4,-2,3,-5,-4,2,-0.9
Cc1cccc(NC(=S)N(CCN(C)C)Cc2cccs2)c1,8,-16,5,9,1,-1,-9,2,1.3
CC(=O)Nc1ccc(NC(=O)Oc2ccccc2)cc1,-8,1,-5,2,5,-6,5,0,-0.1
COc1cccc(C=C(C(C)=O)C(=O)c2ccccc2)c1,0,4,0,.,6,.,2,2,.
COc1cc(NC(=O)CCC(=O)O)nc(OC)n1,-5,1,5,-5,7,5,3,1,-1.8
Cc1nn(-c2nnc(NCc3ccccc3)nn2)c(C)c1Br,6,-3,-1,7,3,-15,11,2,-1.0
Cc1ccc(S(=O)(=O)N2CCOCC2)cc1C(=O)NCc1ccc(F)cc1,-5,-3,-2,1,7,-4,5,0,-0.5
O=C(NCc1ccco1)C(=O)c1cn(CC(=O)N2CCCC2)c2ccccc12,-16,-1,-18,3,19,-5,13,19,-0.9
CCN(CC)c1ccc(NC(=O)CCS(=O)(=O)c2ccc(Br)cc2)c(C)c1,-2,-2,-5,-7,9,-10,0,3,-0.3
O=C(CCSCCc1ccccn1)Nc1ccc(Cl)cn1,3,-1,2,6,-12,2,-1,0,-1.2
CCC(=O)Nc1nonc1-c1nc2ccccc2n1CC(C)C,3,-2,1,1,1,4,-4,0,1.5
CCCNC(=O)C1(C)CCN(Cc2noc(-c3ccccc3OC)n2)C1 (stereo unspecified),6,0,14,.,1,.,-22,0,.
O=C(c1ccc([N+](=O)[O-])o1)N1CCN(c2nc3ccc(F)cc3s2)CC1,5,3,-1,-3,2,3,-6,1,-1.5
COC(=O)N1[C@H](Cc2ccccc2)C=C[C@]1(C)C(=O)NCc1ccccn1,6,1,14,7,-5,1,-10,1,1.1

# Compound profiles, from the list above.
# CC(=O)Nc1ccc(NC(=O)Oc2ccccc2)cc1 reads CHRM5 PAM = -8; CHRM5 agonist = 1; M4 PAM = -5; IDE cell inh = 2; M5 antag = 5; CRFBP-R2 block = -6; M4 antag = 5; M4 ag = 0; CRFBP-R2 agonist = -0.1
# O=C(c1ccc([N+](=O)[O-])o1)N1CCN(c2nc3ccc(F)cc3s2)CC1 reads CHRM5 PAM = 5; CHRM5 agonist = 3; M4 PAM = -1; IDE cell inh = -3; M5 antag = 2; CRFBP-R2 block = 3; M4 antag = -6; M4 ag = 1; CRFBP-R2 agonist = -1.5

# Additional results follow.
SMILES,CHRM5 PAM,CHRM5 agonist,M4 PAM,IDE cell inh,M5 antag,CRFBP-R2 block,M4 antag,M4 ag,CRFBP-R2 agonist
Cc1ccc(NC(=O)CN2C(=O)C3CCCCN3C(=O)c3ccccc32)cc1 (stereo unspecified),-1,-1,-3,-2,0,-4,9,0,0.5
NS(=O)(=O)c1cccc(NC(=O)CN2C(=O)C(=O)N(Cc3ccccc3)C2=O)c1,1,4,6,-1,7,11,1,0,-2.6
O=C(NNC(=O)[C@H]1CC=CC[C@H]1C(=O)O)c1ccc(Cl)cc1Cl,2,-3,-1,7,-5,-20,5,0,0.7
O=C(CN1CCOCC1)Nc1cccc(C(=O)Nc2cccc(C(F)(F)F)c2)c1,-13,-3,-3,2,9,-6,-1,3,0.9
O=C(COC(=O)c1ccco1)Nc1cccc(S(=O)(=O)N2CCCCC2)c1,10,6,10,-1,-4,-9,-4,7,1.6
c1ccc2[nH]c(NCc3ccc4c(c3)OCO4)nc2c1,5,-3,-7,-3,-26,23,9,2,-3.1
O=C(NN1CCN(Cc2ccccc2Cl)CC1)c1ccc(Cl)cc1,2,-5,6,-3,-1,-73,-2,1,18
COC(=O)c1cc(NC(=O)c2c(-c3c(Cl)cccc3Cl)noc2C)ccc1N1CCOCC1,-5,0,-13,-2,7,13,-12,6,-0.3
CSc1ncccc1C(=O)NC(C)C1CC2CCC1C2 (stereo unspecified),-3,-1,7,-3,2,-2,2,1,-1.3
CCc1ccc(CNC(=O)CN2C(=O)COc3ccccc32)cc1,-8,1,4,-1,2,13,-12,7,1.1
Cc1ccc(C2CC2/C(=N/O)c2ccc(F)cc2)cc1 (stereo unspecified),-8,-1,-6,-4,3,14,4,-1,1.6
Cc1ccc(N(CC(=O)NC2CC3CCC2C3)S(C)(=O)=O)cc1C (stereo unspecified),-3,2,27*,2,-1,4,2,0,-0.1
CC(NCC1COc2ccccc2O1)C(=O)NCc1ccccc1 (stereo unspecified),3,-5,8,3,3,3,-4,1,0.6
COc1ccc(Cl)cc1C=CC=NNC(=O)c1ccncc1,-5,-2,3,.,-15,-35,-15,1,-6.5
Cc1nc(NC(=O)/C=C/c2ccccc2)sc1C(=O)Nc1ccccc1,0,0,-4,6,-8,-29,1,1,0.1
CCCCc1nc(SCCOC)c2c(=O)n(C)c(=O)n(C)c2n1,-4,-4,-5,3,9,-11,-7,0,-5.2
Cc1c(NC(=O)c2ccc3c(c2)OCO3)cccc1-c1nc2ncccc2o1,-14,3,-6,2,0,24,-5,6,-3.2
O=S(=O)(c1ccc(-c2ccccn2)s1)N1CCC2(CC1)OCCO2,-5,-1,-5,2,7,18,10,1,4.9
COc1ccc(S(=O)(=O)NC(C)CCc2ccccc2)cc1 (stereo unspecified),2,-6,0,1,-10,2,-14,2,-1.8
CCOc1ccc(S(=O)(=O)NCc2cccnc2)cc1NC(=O)c1ccccc1F,12,-1,0,8,-19,8,-15,0,-0.9
O=C(OCc1cc(=O)n2cc(Br)ccc2n1)C1COc2ccccc2O1 (stereo unspecified),1,4,18,-1,-8,14,-7,8,1.5
CCCN1C(=O)SC(CC(=O)Nc2ccc(C)cc2)C1=O (stereo unspecified),-2,-1,13,5,1,-8,1,3,-3.5
COCCCN1C(=O)c2ccc(C(=O)OCC(=O)NCc3ccccc3OC)cc2C1=O,-1,-3,-2,-1,-4,14,-14,1,-5.8
CCN(CC)S(=O)(=O)c1cc(NC(=O)CN2C(=O)NC(C)(c3ccccc3)C2=O)ccc1C (stereo unspecified),2,-2,7,3,5,19,2,3,-1.0
CCOc1ccccc1C=C1SC(=S)N(CC)C1=O,-2,3,5,.,1,-13,-11,1,3.5
COc1ccc(S(=O)(=O)NCCc2cn3nc(C)c(C)nc3n2)cc1,2,-4,-1,0,0,-4,-1,1,-0.3
CC1CC(C)CN(C(=O)c2cccc(S(=O)(=O)Nc3cc(C(F)(F)F)ccc3Cl)c2)C1 (stereo unspecified),-11,-1,-2,-17,17,41,0,2,1.1
COCCNC(=O)c1cc2c(c(-c3cccc(C#Cc4ccc(OC)c(OC)c4)c3)n1)[C@H](CCO)N(S(=O)C(C)(C)C)C2 (stereo partly specified),3,2,3,.,0,.,-3,1,.
COc1ccc(C2(CNC(=O)CCC(=O)O)CCCC2)cc1OC,3,1,-1,-1,-5,-15,7,0,-0.9
Cc1ccc(OCC(=O)Nc2ccc3c(c2)ncn3C)cc1,7,3,8,.,-2,2,-1,2,-0.2
C/C=C/c1ccc(OCC(O)CN2CCCCC2CC)c(OC)c1 (stereo unspecified),1,-7,-4,1,6,7,2,2,-5.5
COc1ccc(/C=N/NC(=O)c2ccn[nH]2)cc1CSc1ccccn1,-2,-3,0,6,2,-17,-4,3,-0.4
CC(C)(O)CCc1c(-c2ccc(O)cc2O)oc2c3c(cc(O)c2c1=O)OC(C)(C)C=C3,-9,2,5,-4,5,-7,-3,1,-0.3
COc1ccc(NC(=O)Cn2c(CCC(=O)O)ccc2-c2ccc(C)cc2)cc1,4,-3,5,6,2,11,-14,0,0.2
CSc1ccccc1NC(=O)c1csc(C)c1,-1,-5,3,5,9,16,-7,0,0.8
COc1ccccc1NCN1C(=O)CCC1=O,-8,2,-5,5,-1,2,0,0,-1.6
COC(=O)CN=C1OC(=O)N2C(=O)C3=C4[C@@H](C[C@H]5C(=O)N(c6ccccc6)C(=O)[C@H]5[C@H]4[C@@]12Cc1ccccc1)[C@H]1C(=O)N(c2ccccc2)C(=O)[C@H]1[C@H]3C,-4,1,0,6,13,-4,0,3,4.2
